# Mcl1-Noxa inh = Mcl-1/Noxa interaction inhibition; inhibition, % at 21.7 µM; 1.5% of 220,000 active; AID 1022; TR-FRET Mcl-1/Noxa peptide binding, 2 h;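 active = compounds that cut the protein-peptide binding signal by more than 50% relative to plate controls in a single-dose test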;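 also: His-tagged Mcl-1 with rhodamine Noxa BH3 peptide and terbium anti-His antibody; 0% = Mcl-1 plus Noxa peptide wells and 100% = peptide-only wells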
# Target sequence (Q07820 whole entry, looked up): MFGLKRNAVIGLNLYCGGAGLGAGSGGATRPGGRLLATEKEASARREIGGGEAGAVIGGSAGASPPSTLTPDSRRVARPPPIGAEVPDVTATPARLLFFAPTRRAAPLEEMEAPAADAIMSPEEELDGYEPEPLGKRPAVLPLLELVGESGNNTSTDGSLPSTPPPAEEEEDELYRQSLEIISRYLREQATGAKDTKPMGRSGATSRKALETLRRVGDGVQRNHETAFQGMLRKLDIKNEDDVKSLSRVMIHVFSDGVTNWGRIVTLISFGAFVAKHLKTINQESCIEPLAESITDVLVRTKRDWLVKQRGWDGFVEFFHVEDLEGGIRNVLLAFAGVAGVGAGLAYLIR
# Rac1 wt modul = alters GTP binding to wildtype human Rac1; P63000; GST-Rac1 beads, fluorescent GTP binding, flow cytometry; actives lie on both sides; 0 = cold GTP competed, 100 = untreated; GTP binding activity (% of control), % at 10 µM; 0.27% of 190,000 active; AID 757;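 active = GTP binding activity at least 20 points away from the 100% control level, either lower or higher; inconclusive = compound flagged as likely green fluorescent, judged across all proteins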
# Mcl1 Bid PPI = Mcl-1/Bid interaction inhibition. inhibition, % at 21.7 µM. AID 1021. 0.97% of 220,000 active. Q07820. TR-FRET Mcl-1/Bid-Dy647 peptide binding, 1536-well;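 active = compounds that cut the binding signal by more than half at the single screening dose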;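 also: His-tagged Mcl-1 with europium anti-His antibody binding Bid BH3 peptide; 0% = Mcl-1 plus peptide wells and 100% = peptide-only wells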
# Rab7 wt modul = alters GTP binding to wildtype dog Rab7; GST-Rab7 beads, fluorescent GTP binding, flow cytometry; actives lie on both sides; untreated = 100%, excess cold GTP = 0%; GTP binding activity (percent of control), % at 10 µM; 0.055% of 190,000 active; AID 758;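 active = fluorescent GTP binding to Rab7 beads changed by at least 20 points from the 100% baseline, either direction, mostly lower; inconclusive = compound itself probably fluorescent, or too few beads counted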;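 also: median green fluorescence of bound Bodipy-FL-GTP per Rab7 bead population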
# HRas wt GTP = human HRas wildtype GTP binding, change in either direction | GTP binding activity, % at 10 µM | 0.14% of 190,000 active | P01112 | GST-Ras wt beads, Bodipy-FL-GTP binding, flow cytometry; actives lie on both sides;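 active = GTP binding activity at least 20% away from the 100% baseline, either lowered as inhibitor or raised as activator; inconclusive = flagged as likely green fluorescent, judged across all proteins in the well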;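 also: 0% = unlabeled GTP competition control and 100% = no-compound control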
# Target sequence (P01112 whole entry, looked up): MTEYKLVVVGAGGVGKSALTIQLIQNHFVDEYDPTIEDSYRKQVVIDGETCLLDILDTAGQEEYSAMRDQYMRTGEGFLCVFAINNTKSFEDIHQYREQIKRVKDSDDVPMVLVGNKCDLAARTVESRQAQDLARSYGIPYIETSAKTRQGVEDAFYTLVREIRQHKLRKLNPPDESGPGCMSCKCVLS
# Pf gamet viab = inhibitors of late stage P. falciparum gametocyte viability; AID 743093; P. falciparum stage V gametocytes, ATP luminescence, 24 h; 0.065% of 150,000 active; inhibition, % at 10.9 µM;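 active = inhibition above the mean plus 3 SD of compounds within the control limits, set per campaign, cut at about 38% in these data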;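 also: 0% = DMSO wells and 100% = medium only without gametocytes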
# Rac1 mut GTP = human Rac1 activated mutant GTP binding change; P63000; GST-Rac1 activated beads, fluorescent GTP binding, flow cytometry; actives lie on both sides; 100% means binding = to untreated wells; percent activity (GTP binding), % at 10 µM; 0.11% of 190,000 active; AID 764;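 active = GTP binding at least 20 percentage points away from the 100% baseline, in either direction, so actives lie on both sides; inconclusive = Compound likely fluorescent itself, or too few beads counted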
# Avidin bead fluor = avidin bead compound fluorescence profile; 0.38% of 220,000 active; AID 1775; Avidin beads, compound fluorescence 488/530 nm, flow cytometry; active compounds read high; fluorescence (KMESF) at 10 µM; in the data active = fluorescence above about 47; also: inactives centre near 10
# Mcl-1 Bim block = human Bim-Mcl-1 interaction inhibition. Q07820. Bead-based flow cytometry, Bim peptide-Mcl-1 binding. inhibition, % at 10 µM. 0.1% of 190,000 active; in the data active = inhibition above about 40%;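 also: 0% = no compound tracer wells and 100% = peptide blocker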
# Cdc42 wt = human Cdc42 wildtype GTP binding change, either direction; P60953; GST-Cdc42 beads, Bodipy-GTP binding, flow cytometry; actives lie on both sides; percent activity (GTP binding), % at 10 µM; 0.2% of 190,000 active;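 active = percent activity GTP binding at least 20 points away from the 100% baseline, either down as inhibitor or up as activator; inconclusive = compound flagged as likely green fluorescent from well-wide comparison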;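 also: median bead fluorescence of bound Bodipy-FL-GTP at 100 nM; 0% = excess unlabeled GTP control and 100% = no compound control; below 100% means less GTP binding so inhibitor and above means activator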
# Target sequence (P60953 whole entry, looked up): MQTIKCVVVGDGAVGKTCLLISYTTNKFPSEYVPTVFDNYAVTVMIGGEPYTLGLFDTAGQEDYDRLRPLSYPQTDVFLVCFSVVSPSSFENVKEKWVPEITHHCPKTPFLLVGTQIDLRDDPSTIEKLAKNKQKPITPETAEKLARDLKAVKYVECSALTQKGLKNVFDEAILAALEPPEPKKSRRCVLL
# Rab2 wt GTP = changes GTP binding to wildtype dog Rab2A, up or down; AID 760; 0.19% of 190,000 active; GTP binding activity, % at 10 µM; GST-Rab2 wt beads, Bodipy-GTP binding, flow cytometry; P61105;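 active = GTP binding activity at least 20 points away from 100%, either lowered or raised; inconclusive = signal likely due to the compound's own green fluorescence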;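 also: 0% = beads with excess unlabeled GTP and 100% = no-compound control corrected for plate trend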
# * = called active by the depositor; ? = inconclusive; · = no result given.
SMILES,Mcl1-Noxa inh,Rac1 wt modul,Mcl1 Bid PPI,Rab7 wt modul,HRas wt GTP,Pf gamet viab,Rac1 mut GTP,Avidin bead fluor,Mcl-1 Bim block,Cdc42 wt,Rab2 wt GTP
O=C(Nc1nc2c(ccc3ccccc32)s1)c1cc([N+](=O)[O-])ccc1N1CCOCC1,9,100,-8,93,97,·,97,13,-1,99,97
c1ccc(Oc2cnc3ccccc3n2)cc1,-15,106,-4,100,104,-23,103,29,4,106,102
COc1ccc(-c2nc(C#N)c(N3CCCCCC3)o2)cc1,16,102,19,104,102,·,98,9,0,100,101
CCOC(=O)c1cc(NC(=O)c2ccccc2)c(=O)oc1-c1ccccc1,6,100,-19,95,101,-21,97,4,12,99,97
CCOc1ccc(NC(=O)N(C2CCCCCC2)C2CCN(C(C)=O)CC2)cc1,27,98,-70,96,99,·,96,17,2,98,97
O=C(NC(C(=O)c1ccccc1)N1CCOCC1)c1ccccc1 (centres undefined),-2,98,7,100,100,·,97,15,1,99,98
O=C(CC1(O)C(=O)Nc2ccccc21)c1ccccc1O (centres undefined),10,103,-4,98,102,·,100,7,-2,101,100
Cc1nn(CC(=O)N2CCc3ccccc3C2)c(C)c1[N+](=O)[O-],-23,101,-16,104,101,14,98,11,23,99,98
O=C(Nc1cc(Cl)ccc1O)c1snnc1-c1ccccc1,3,103,-46,98,101,9,99,32,0,102,98
CCO[C@@H]1OC(C(=O)N2CCOCC2)=C[C@H](C)[C@H]1CCCO,-16,100,1,102,100,16,101,6,-1,99,100
CC(Sc1ccccc1)C(=O)Nc1cccc(N(C)S(C)(=O)=O)c1 (centres undefined),8,102,-8,97,101,·,100,7,2,105,100
Cc1nc(Sc2nnnn2C)c2c3c(sc2n1)CCC3,30,96,-12,94,97,14,94,31,-3,98,94
Cc1cc(=O)oc2cc(OC(C)C(=O)Nc3nccs3)ccc12 (centres undefined),9,110,6,102,105,12,103,34,-7,108,103
O=C(Nc1ccccc1)C1=C[C@H](c2ccc(Br)cc2)C[C@H](OCc2ccc(CO)cc2)O1,21,99,6,95,95,·,95,6,-2,94,95
O=C(Cn1cc(C(F)(F)F)cc(Cl)c1=O)Nc1cccc(Cl)c1,14,105,-4,100,100,-4,100,3,-4,102,100
CCOC(=O)c1[nH]c2ccc(F)cc2c1NC(=O)CN1CCN(C/C=C/c2ccccc2)CC1,23,87,-15,95,92,·,96,22,0,87,98
CC1CCN(C(c2cccs2)c2nnnn2Cc2ccccc2)CC1 (centres undefined),11,92,20,97,95,-20,94,9,-1,95,93
N#CCCCn1c(-c2ccccc2)noc1=O,11,103,-4,104,102,17,99,6,-3,101,102
Cc1ccc(Cl)cc1N1CCN(S(=O)(=O)c2cnc[nH]2)CC1,-12,104,-6,99,100,·,102,22,-3,104,101
CCN(C(=O)c1cnc2scc(C)n2c1=O)c1ccccc1C,-10,100,-8,100,97,·,96,4,-1,96,98
CCCn1c(CC)nc([N+](=O)[O-])c1S(=O)(=O)c1ccccc1,3,101,-7,95,100,-28,95,6,-1,100,100
CC(=O)Nc1ccc(S(=O)(=O)NCCNC(=O)c2ccccc2F)cc1,8,107,-19,98,101,-10,103,7,2,103,101
CCc1cccc(C)c1NC(=S)NCCc1c(C)[nH]c2ccc(C)cc12,3,101,-18,98,97,·,99,6,-2,100,100
COC(=O)C1=C(C)OC(N)=C(C#N)C1c1cc2cc(C)ccc2nc1Cl (centres undefined),27,101,-11,104,99,-13,95,11,-2,97,98
O=C(c1cccc(N2CCCC2=O)c1)N1CCN(c2ccccc2)CC1,12,100,-23,93,97,·,92,23,-2,95,95
O=S(=O)(c1ccc(N=C2NN=C(c3cc(F)ccc3F)CS2)cc1)N1CCOCC1,16,96,-26,104,95,-5,93,8,-6,94,97
Cc1cccc(NC(=O)CN2C(=O)NC(C)(c3ccc4c(c3)OCO4)C2=O)c1 (centres undefined),-12,90,-8,95,93,·,92,0,-5,93,92
CCCCNC(=O)Nc1nc2ccccc2s1,10,99,-4,103,96,3,94,13,1,92,94
Cc1cc(C)n(S(=O)(=O)c2ccc(C(C)(C)C)cc2)n1,19,101,2,98,96,6,95,12,-3,98,95
COc1ccc([N+](=O)[O-])cc1N(CC(O)Cn1nnc2ccccc21)S(=O)(=O)c1ccc(C)cc1 (centres undefined),35,106,7,99,100,17,100,22,-7,100,100
COc1ccccc1-c1ccc(NC2CCCCC2)nn1,15,106,-3,96,98,·,97,30,-7,107,101
Oc1ccc(Br)cc1C=Nc1ccc(Cl)cc1,-7,?,-25,?,?,18,?,26,-5,?,?
COc1ccccc1NC(=S)NCCC(c1ccccc1)c1ccccc1,-6,100,-42,100,102,-29,100,9,-8,99,99
COC(=O)C1=C(O)/C(=C\c2cc(C)n(-c3ccccc3F)c2C)N=C1C,19,102,-41,108,100,5,97,4,-2,95,99
CCOC(=O)c1oc2ccc(S(=O)(=O)Nc3ccc4c(c3)n(C)c(=O)n4C)cc2c1C,-4,101,-25,98,98,·,99,17,-2,100,98
Nc1c(N(C(=O)Nc2ccc(Cl)c(Cl)c2)C2CCCC2)c(=O)[nH]c(=O)n1Cc1ccccc1,-35,111,-20,101,104,·,112,10,-2,108,106
Cc1ccc(-n2nc(C)c3c2OC(N)=C(C#N)C3c2ccccc2F)cc1 (centres undefined),16,101,-37,97,102,·,99,8,-1,101,101
O=C(NCCSc1ccc(Cl)cc1)c1ccc(CN2CCOCC2)cc1,-7,104,-17,106,103,-3,96,10,-4,98,101
COc1ccc(OCCNC(=O)c2cccc(Oc3ccc(C(F)(F)F)cc3[N+](=O)[O-])c2)cc1,-11,97,0,97,95,25,92,13,-3,97,93
COC(=O)C1=CNC=C(C(=O)OC)C1c1cccc(OC)c1,10,94,-9,94,93,-28,93,25,-2,93,93
CCOc1ccc(S(=O)(=O)N2CCc3ccccc3C2)cc1,2,101,6,103,97,·,97,28,-6,99,99
CSCCC1NC(=O)N(C(C)C(=O)Nc2cc(Cl)cc(Cl)c2)C1=O (centres undefined),4,97,-33,93,99,2,94,10,2,98,95
CCN(CC)S(=O)(=O)c1ccc(C)c(NC(=O)CN(C)C)c1,7,99,-5,99,97,7,95,8,-4,101,96
Cc1nc(NC2=NCN(C3CCCCC3C)CN2)nc2ccccc12 (centres undefined),-12,103,-5,100,102,·,100,38,1,102,102

# Shown tab-delimited: part of the list above.
structure	Mcl1-Noxa inh	Rac1 wt modul	Mcl1 Bid PPI	Rab7 wt modul	HRas wt GTP	Pf gamet viab	Rac1 mut GTP	Avidin bead fluor	Mcl-1 Bim block	Cdc42 wt	Rab2 wt GTP
O=C(c1cccc(N2CCCC2=O)c1)N1CCN(c2ccccc2)CC1	12	100	-23	93	97	·	92	23	-2	95	95
O=S(=O)(c1ccc(N=C2NN=C(c3cc(F)ccc3F)CS2)cc1)N1CCOCC1	16	96	-26	104	95	-5	93	8	-6	94	97
Cc1cccc(NC(=O)CN2C(=O)NC(C)(c3ccc4c(c3)OCO4)C2=O)c1 (centres undefined)	-12	90	-8	95	93	·	92	0	-5	93	92
CCCCNC(=O)Nc1nc2ccccc2s1	10	99	-4	103	96	3	94	13	1	92	94
Cc1cc(C)n(S(=O)(=O)c2ccc(C(C)(C)C)cc2)n1	19	101	2	98	96	6	95	12	-3	98	95
COc1ccc([N+](=O)[O-])cc1N(CC(O)Cn1nnc2ccccc21)S(=O)(=O)c1ccc(C)cc1 (centres undefined)	35	106	7	99	100	17	100	22	-7	100	100
COc1ccccc1-c1ccc(NC2CCCCC2)nn1	15	106	-3	96	98	·	97	30	-7	107	101
Oc1ccc(Br)cc1C=Nc1ccc(Cl)cc1	-7	?	-25	?	?	18	?	26	-5	?	?
COc1ccccc1NC(=S)NCCC(c1ccccc1)c1ccccc1	-6	100	-42	100	102	-29	100	9	-8	99	99
COC(=O)C1=C(O)/C(=C\c2cc(C)n(-c3ccccc3F)c2C)N=C1C	19	102	-41	108	100	5	97	4	-2	95	99
CCOC(=O)c1oc2ccc(S(=O)(=O)Nc3ccc4c(c3)n(C)c(=O)n4C)cc2c1C	-4	101	-25	98	98	·	99	17	-2	100	98
Nc1c(N(C(=O)Nc2ccc(Cl)c(Cl)c2)C2CCCC2)c(=O)[nH]c(=O)n1Cc1ccccc1	-35	111	-20	101	104	·	112	10	-2	108	106
Cc1ccc(-n2nc(C)c3c2OC(N)=C(C#N)C3c2ccccc2F)cc1 (centres undefined)	16	101	-37	97	102	·	99	8	-1	101	101
O=C(NCCSc1ccc(Cl)cc1)c1ccc(CN2CCOCC2)cc1	-7	104	-17	106	103	-3	96	10	-4	98	101
COc1ccc(OCCNC(=O)c2cccc(Oc3ccc(C(F)(F)F)cc3[N+](=O)[O-])c2)cc1	-11	97	0	97	95	25	92	13	-3	97	93
COC(=O)C1=CNC=C(C(=O)OC)C1c1cccc(OC)c1	10	94	-9	94	93	-28	93	25	-2	93	93
CCOc1ccc(S(=O)(=O)N2CCc3ccccc3C2)cc1	2	101	6	103	97	·	97	28	-6	99	99

# High-throughput results (PubChem)
